Dengue inhibitors = Dengue virus cytopathic effect inhibitors, cell-based, CPE readout, HTS (AID 540333); Dengue virus CPE inhibition in host cells; stronger effect = higher value; CPE inhibition, % at 20 µM; 3.1% of 10,000 active; in the data active = CPE inhibition mostly above about 9.1%, no sharp cut-off; inactive = mostly below about 7.2%
Active calls of the source: *; i = inactive. The list is partial; rates above refer to the full screens.

SMILES	Dengue inhibitors
CCN1CCN(CC(O)COCCOc2ccc(Br)cc2)CC1 (configuration not stated)	0.3
N#Cc1cc([N+](=O)[O-])cnc1N(CCO)CCO	0.7
COc1ccc(C(=O)Nc2nc(C)cc(C)n2)cc1[N+](=O)[O-]	0.7
CNC(=S)Nc1ccccc1-c1ccccc1	i
Nc1ncnc(Sc2ccc(Cl)cc2)c1[N+](=O)[O-]	6.9
Cc1ccc(N(CC(=O)N/N=C/c2cccc(Br)c2)S(C)(=O)=O)cc1	4.4
CC(C)c1ccccc1NC(=O)COC(=O)Cc1cccc(C(F)(F)F)c1	0.1
COc1ccc2nc(SCC(=O)NCc3ccc4c(c3)OCO4)[nH]c2c1	1.0
C[n+]1cn(/N=C/c2ccccc2)c2ccccc21	i
O=C(COC(=O)CNC(=O)c1cccc([N+](=O)[O-])c1)Nc1cccc(S(=O)(=O)N2CCCCC2)c1	i
CCN(CC)S(=O)(=O)c1ccc(OC)c(NC(=O)CSc2cc(C)ccc2C)c1	2.0
O=C(CSc1nnc(-c2ccccc2)n1-c1ccccc1)c1ccc[nH]1	i
Cc1ccc(-c2ccc(/C=C/C(=O)c3ccccc3)o2)cc1	0.7
CCOP(=O)(c1ccccc1)C(O)c1ccc(F)cc1 (configuration not stated)	0.3
CC(C)c1nc2c(s1)CCc1onc(-c3ccc(Cl)cc3)c1-2	0.8
COc1ccc(NC(=O)C(NC(=O)c2ccc(=O)[nH]c2)c2ccc(OC)cc2)cc1 (configuration not stated)	2.1
CCOc1cccc(OCCOCCN(C)C)c1	i
Cc1ccc(/C=C/c2nc3ccccc3c(=O)n2CCc2ccccc2)cc1	3.5
CCCCCC(=O)Nc1nc(C)c(-c2csc(Nc3ccccc3OCC)n2)s1	i
CCOc1ccc(C(=O)Nc2ccc(-c3nc4ccccc4[nH]3)cc2)cc1[N+](=O)[O-]	8.5*
O=C(Cn1c(=S)[nH]c2ccccc21)c1ccccc1	i
CCCC1=C(C(=O)OCC)C(c2ccc(OC)c(C)c2OC)C(C#N)=C(N)O1 (configuration not stated)	0.2
Cc1cccc(N=C/C(C(=O)C(F)(F)F)=C(\O)c2ccco2)c1	1.0
O=C(Nc1ccc(F)cc1)C(c1ccccc1)N1CCN(S(=O)(=O)c2c(F)cccc2F)CC1 (configuration not stated)	0.8
CCCCNC(=S)NNC(=O)c1ccc(Br)o1	i
(next part)
SMILES	Dengue inhibitors
c1ccc(CN=C2NN=C(c3cc4ccccc4o3)CS2)cc1	1.4
O=C(Oc1ccc2c(c1)O/C(=C\c1ccncc1)C2=O)c1ccccc1	1.1
COc1ccc(NC(=O)CSc2ccc3ccccc3c2)cc1S(=O)(=O)N1CCCCC1	2.5
CC(C)[C@H](NS(=O)(=O)c1ccc2c(c1)OCCO2)C(=O)OCC(=O)Nc1cccc(Cl)c1Cl	0.6
COc1ccccc1-n1c(C)nc2cc(C(=O)NCc3ccc4c(c3)OCO4)ccc21	1.8
Cc1cc(OCC(=O)O/N=C(\N)c2ccccc2)ccc1Cl	i
Cc1scc(C(=O)NNC(=S)NCC(C)C)c1C	0.8
Cc1ccccc1OCCNC(=O)/C=C/c1ccccc1	i
O=C(NNc1c2ccccc2nc2ccccc12)c1cc2ccccc2cc1O	0.9
COc1ccc(C2=NO[C@@H]3[C@@H]4C[C@@H]([C@H]5C(=O)N(C)C(=O)[C@@H]45)[C@H]23)cc1	0.0
CCN(CC)c1ccc(/C=N/N=C(c2ccccc2)c2ccccc2)c(O)c1	0.6
CCn1c2ccccc2c2cc(NC(=O)c3cccc([N+](=O)[O-])c3C)ccc21	5.8
Cc1ccc(CSCC(=O)Nc2c(C)n(C)n(-c3ccccc3)c2=O)cc1	i
CCc1ccc(C(=O)NC(=S)Nc2ccc3c(c2)OCCO3)cc1	1.4
C=CCn1c(-c2cccc(OC)c2)n[nH]c1=S	0.4
Cc1cc(NC(=O)/C=C/c2ccc(Br)cc2)no1	i
COc1ccc(C(=O)N/N=C/c2ccc(OC(=O)c3cccc4ccccc34)c([N+](=O)[O-])c2)cc1	3.6
Cc1ccc(N(C(=O)c2nsc(Cl)c2Cl)C(C(=O)NC2CCCC2)c2ccc(O)cc2)cc1C (configuration not stated)	i
O=C(NCCCn1ccnc1)/C(=C\c1cccs1)NC(=O)c1ccco1	i
O=C(NC(=S)N1CCN(c2ccc([N+](=O)[O-])cc2)CC1)c1ccc(F)cc1	i
Cc1cc(C)c(C#N)c(SCc2c(F)cccc2[N+](=O)[O-])n1	i
O=C(CCC(=O)Nc1ccccc1Cl)N/N=C1\CCCc2ccccc21	9.4
Cc1cccc(-c2nc(Nc3ccc(N4CCOCC4)cc3)c3ccccc3n2)c1	i
CC(NC(=O)/C(C#N)=C/c1cn(-c2ccccc2)nc1-c1ccc(F)cc1)c1ccccc1 (configuration not stated)	8.0*
C/C(=N/OCC(=O)NCCCCCCNC(=O)CO/N=C(/C)c1cccs1)c1cccs1	0.6
More structures:
SMILES	Dengue inhibitors
Cc1cc(C(=O)COC(=O)c2ccc(O)cc2)c(C)n1CC1COc2ccccc2O1 (configuration not stated)	4.1
CCCCN1CC[C@H]2C=CC[C@@H](C(=O)Nc3ccc(OC)cc3)[C@H]2C1=O	0.5
COc1cc(/C=C/C(=O)OCC(=O)NCc2cccs2)ccc1OC(F)F	0.4
O=C(Cc1ccc(Cl)cc1)NNc1c(F)c(F)cc(F)c1F	i
O=C(/C=C/c1ccccc1)NCCC1=CCCCC1	i
CCc1nnc(N2C(=O)c3ccc(Oc4ccc([N+](=O)[O-])cc4)cc3C2=O)s1	0.2
NC(=O)C1(N2CCCCC2)CCN(C(=S)Nc2ccc(F)cc2)CC1	0.3
Cc1ccc(-n2c(C)cc(=O)cc2C)c(C)c1	i
C#CCn1cc(/C=N/NC(=O)COc2cccc3cccnc23)c2ccccc21	1.6
Cc1ccc(NC(=O)C(OC(=O)c2ccc(F)cc2)c2ccccc2)cc1Cl (configuration not stated)	1.6
COc1cc2c(cc1NC(=O)COC(=O)CNS(=O)(=O)c1ccc(C)cc1)oc1ccccc12	i
Cc1ccccc1Nc1n[nH]c(C)c1[N+](=O)[O-]	i
CCOC(=O)N1CCN(C(=S)Nc2cccc(C)c2C)CC1	0.5
Cc1nc(NCCc2ccc(F)cc2)c(C#N)c(C)c1[N+](=O)[O-]	3.9
O=c1c2ccccc2c(-c2ccc(O)cc2)nn1-c1cccc(C(F)(F)F)c1	i
Cc1ccc(S(=O)(=O)N2CCC(=O)N(CCOCc3cccc(Cl)c3)CC2)cc1	0.1
CCOc1ccc2nc(SCC(=O)N3c4ccccc4Sc4ccccc43)sc2c1	3.3
CC1Cc2ccccc2N1CC(=O)NCc1ccc2c(c1)OCO2 (configuration not stated)	0.1
COCc1c(C(=O)N/N=C/C2CC=CCC2)nnn1-c1nonc1N (configuration not stated)	i
C=CCOc1c(Br)cc(/C=N\n2nnnc2N)cc1OC	i
Cc1ccccc1NC(=O)CNC(=O)c1ccc(C(F)(F)F)cc1	i
CCN(CC)S(=O)(=O)c1cccc(NC(=O)COC(=O)C2COc3ccccc3O2)c1 (configuration not stated)	i
CCOc1ccc(NC(=S)N2CCC(N(C)CCN3CCOCC3)CC2)cc1	i
CC1CCCCN1C(=O)Cn1cc(C=O)c2ccccc21 (configuration not stated)	i
NS(=O)(=O)c1ccc(NC(=S)Nc2ccc(F)c(F)c2)cc1	0.3
Continuation.
SMILES	Dengue inhibitors
CN(C)S(=O)(=O)c1ccc(NCC2COc3ccccc3O2)c([N+](=O)[O-])c1 (configuration not stated)	0.6
Cc1ccc(C(C)C)c(OCC(=O)NNC(=O)C(C(C)C)N2C(=O)c3ccccc3C2=O)c1 (configuration not stated)	i
Cc1ccc(S(=O)(=O)NCc2c(-c3ccccc3)c3cc(Cl)ccc3[nH]c2=O)cc1	i
Cc1ccccc1NC(=O)COC(=O)/C=C/c1cccc(C(F)(F)F)c1	i
Cc1ccc(N(C(=O)Cn2nnc(-c3ccccc3)n2)C(C(=O)NC2CCCCC2)c2ccccn2)cc1C (configuration not stated)	0.9
O=[N+]([O-])c1ccc(CN2CCCCCC2)s1	1.6
CCCN(CC(=O)Nc1ccc(C(N)=O)cc1)CC(=O)Nc1ccc(Cl)cc1Cl	0.4
COc1ccc(C(=O)NCc2nnc(SCC(=O)Nc3nc4ccccc4s3)o2)cc1OC	5.4
OCCNCc1cc(Br)ccc1OCc1ccccc1Cl	2.6
COC(=O)c1ccc(COc2ccc(-c3nnn(CC(=O)NC(C)(C)C)n3)cc2)cc1	0.9
COc1cccc(NC(=O)COC(=O)COc2ccccc2[N+](=O)[O-])c1	i
COC(=O)c1ccc(OCc2cc(=O)n3ccsc3n2)cc1	0.1
COc1ccc(C2=NOC(Cn3nc(-c4ccccc4)cc3C(=O)NCc3cccc(C(F)(F)F)c3)C2)cc1 (configuration not stated)	0.2
COc1c(Cl)cnn(-c2ccccc2)c1=O	1.8
Cc1ccc(F)cc1NCC(=O)Nc1ccc(Cl)cc1F	1.2
CCN(CC)CCNC(=O)C(=O)NCC1OCCN1S(=O)(=O)c1ccc([N+](=O)[O-])cc1 (configuration not stated)	0.4
COc1ccc(-c2nc3ccc([N+](=O)[O-])cc3o2)cc1	3.1
COc1ccccc1C(=O)NCC(=O)OCc1ccc(Br)cc1	0.2
O=C1C=C(c2ccc(OC(F)(F)F)cc2)C[C@@H](c2ccc(F)cc2)C1	1.2
Cc1cccc(NC(=S)N/N=C/c2c[nH]c3ccccc23)c1	i
Cc1cc(Nc2ccccc2)nc(NCc2ccccc2)n1	i
Cc1cc(-c2n[nH]c(=S)n2/N=C/C(Br)=C/c2ccccc2)n[nH]1	i
Cc1ccc(S(=O)(=O)NC(C)(C)CSc2ccccn2)cc1	0.5
COc1ccc(OCC(=O)N2c3ccccc3CCc3ccccc32)cc1	i
CCN(CC)S(=O)(=O)c1cccc(C(=O)OCC(=O)Nc2ccc3c(c2)c2ccccc2n3CC)c1	i
New compounds follow:
SMILES	Dengue inhibitors
Cn1c(=O)c2c(ncn2CC(=O)N/N=C/C(Br)=C/c2ccccc2)n(C)c1=O	i
O=C(NCc1ccco1)/C(=C/C=C\c1ccccc1)NC(=O)c1ccc(Br)o1	0.1
CCOC(=O)[C@@H]1[C@H]2COc3ccccc3[C@@H]2N2C(=O)N(c3ccccc3)C(=O)[C@@]12C	0.7
COc1ccc(CNC(=O)CCSCc2ccccc2Cl)c(OC)c1	i
CCOC(=O)NC(NC(=S)Nc1ccccc1OC)C(Cl)(Cl)Cl (configuration not stated)	2.0
COCCn1c(=NC(=O)/C=C/c2ccccc2)sc2cc(NC(C)=O)ccc21	0.1
O=C(c1ccc(F)cc1)N1CCCCC(S(=O)(=O)c2ccccc2)C1=O (configuration not stated)	i
CCOC(=O)C(=Nc1ccccc1)NO	1.5
COc1cccc(/C=N/Nc2nc3ccccc3n3cnnc23)c1	0.4
CCOc1cc(NC(=O)C2CC2)c(OCC)cc1NC(=O)CCn1nnc2ccccc21	2.0
CCCN(CCC)S(=O)(=O)c1ccc(C(=O)Nc2nnc(-c3cccc(OC)c3)o2)cc1	0.6
CCC(Oc1ccccc1)C(=O)NCc1ccc(S(N)(=O)=O)cc1 (configuration not stated)	i
O=C1C2C(c3ccccc3)=NN(c3ccccc3)C2C(=O)N1c1ccccc1 (configuration not stated)	i
COc1ccc(OCC(O)CN2CCN(Cc3ccc4c(c3)OCO4)CC2)cc1 (configuration not stated)	1.0
O=S(=O)(c1cccc(C(F)(F)F)c1)N1CCN(C(=S)NCc2ccco2)CC1	4.1
Cc1cccc(NC(=S)NCC(c2cccnc2)N(C)C)c1 (configuration not stated)	0.1
CCCCC1S/C(=N/N=C/c2cccs2)NC1=O (configuration not stated)	i
CC(C)(C)OC(=O)CNC(=O)c1nc[nH]c1C(=O)N1CCN(c2ccccc2)CC1	0.8
O=S(=O)(NCCCc1ccccc1)c1cccc2nsnc12	0.1
COc1ccc(C2(CNC(=O)c3ccc(OC)c([N+](=O)[O-])c3)CCCCC2)cc1OC	1.3
O=C(COC(=O)CSc1ccc2ccccc2c1)NC1CC1	i
Cc1ccc2c(C)nc(SC(C(=O)c3ccccc3)c3ccccc3)nc2c1 (configuration not stated)	0.4
CCOC(=O)c1c(-c2ccc(C)cc2)csc1NC(=O)CCN1CC(C)OC(C)C1 (configuration not stated)	5.5
O=C(CN1C2=NCCCN2c2ccccc21)c1cccc(Br)c1	4.0
O=C(Nc1ccc(F)cc1F)c1cc2ncc(CCCl)cn2n1	0.0
CC(C)COCC(O)CCC(=O)NNC(=S)Nc1ccccc1 (configuration not stated)	0.1
Cc1cc(C(=O)OCC(=O)Nc2nnc(C(C)C)s2)c2ccccc2n1	0.3

Of the compounds above, 18 contain a nitro group on carbon:
SMILES	Dengue inhibitors
N#Cc1cc([N+](=O)[O-])cnc1N(CCO)CCO	0.7
COc1ccc(C(=O)Nc2nc(C)cc(C)n2)cc1[N+](=O)[O-]	0.7
Nc1ncnc(Sc2ccc(Cl)cc2)c1[N+](=O)[O-]	6.9
O=C(COC(=O)CNC(=O)c1cccc([N+](=O)[O-])c1)Nc1cccc(S(=O)(=O)N2CCCCC2)c1	i
CCOc1ccc(C(=O)Nc2ccc(-c3nc4ccccc4[nH]3)cc2)cc1[N+](=O)[O-]	8.5*
CCn1c2ccccc2c2cc(NC(=O)c3cccc([N+](=O)[O-])c3C)ccc21	5.8
COc1ccc(C(=O)N/N=C/c2ccc(OC(=O)c3cccc4ccccc34)c([N+](=O)[O-])c2)cc1	3.6
O=C(NC(=S)N1CCN(c2ccc([N+](=O)[O-])cc2)CC1)c1ccc(F)cc1	i
Cc1cc(C)c(C#N)c(SCc2c(F)cccc2[N+](=O)[O-])n1	i
CCc1nnc(N2C(=O)c3ccc(Oc4ccc([N+](=O)[O-])cc4)cc3C2=O)s1	0.2
Cc1ccccc1Nc1n[nH]c(C)c1[N+](=O)[O-]	i
Cc1nc(NCCc2ccc(F)cc2)c(C#N)c(C)c1[N+](=O)[O-]	3.9
CN(C)S(=O)(=O)c1ccc(NCC2COc3ccccc3O2)c([N+](=O)[O-])c1 (configuration not stated)	0.6
O=[N+]([O-])c1ccc(CN2CCCCCC2)s1	1.6
COc1cccc(NC(=O)COC(=O)COc2ccccc2[N+](=O)[O-])c1	i
CCN(CC)CCNC(=O)C(=O)NCC1OCCN1S(=O)(=O)c1ccc([N+](=O)[O-])cc1 (configuration not stated)	0.4
COc1ccc(-c2nc3ccc([N+](=O)[O-])cc3o2)cc1	3.1
COc1ccc(C2(CNC(=O)c3ccc(OC)c([N+](=O)[O-])c3)CCCCC2)cc1OC	1.3

Assay outcomes (PubChem BioAssay)
